Screening data (PubChem)
TLR9-MyD88 block: blocks human TLR9 binding to MyD88; hit rate 0.21% among 340,000; Q9NR96+Q99836; inhibition, % at 4.98 µM; CHO BLA complementation TLR9-MyD88, CCF4 FRET ratio; AID 504734;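 active = inhibition above the mean over all tested compounds plus 3 SD, cut at about 21% in these data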;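 also: 0% = DMSO only wells and 100% = clavulanate BLA inhibitor control wells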
NOD2-RIPK2 inh: inhibitors of human NOD2-RIPK2 interaction | O43353 | CHO BLA complementation NOD2-RIPK2, CCF4 ratio | inhibition, % at 4.98 µM | hit rate 0.38% among 360,000 | AID 624267; in the data active = inhibition above about 21%;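 also: 0% = vehicle only and 100% = reference blocker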
SRC1 inh: human NCOA1 inhibition; Q15788; HEK293 GAL4-SRC1 luciferase reporter, luminescence; inhibition, % at 3.6 µM; hit rate 0.12% among 360,000; AID 588354;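 active = inhibition above the campaign mean plus 3 SD, with each screening campaign given its own cutoff, cut at about 60% in these data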;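 also: 0% = DMSO treated cells and 100% = gossypol at 36 µM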
TROY signal inh: inhibitors of TROY-dependent NF-kB signaling; Q293 LMP1-TROYcd NF-kB luciferase reporter, 4 h; inhibition, % at 10 µM; hit rate 0.98% among 360,000; AID 1347056;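 active = compounds whose plate-normalised and pattern-corrected inhibition of the luciferase reporter signal at the single screening dose is 50% or more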
NR2F2 inh: blocks human COUP-TFII nuclear receptor; HEK293T NGFI-A luciferase reporter, luminescence; inhibition, % at 8.6 µM; AID 686940; hit rate 0.7% among 370,000; P24468;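 active = inhibition above a per-plate cutoff, mean inhibition of test wells between control levels plus 3 SD, cut at about 38% in these data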;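 also: cells cotransfected with COUP-TFII expression vector driving the NGFI-A reporter; 0% = median of COUP-TF2 test wells and 100% = reporter-only cells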
NR5A2 inv ag: NR5A2 inverse agonism in reporter assay | O00482 | hit rate 0.13% among 360,000 | AID 602396 | HEK293T StAR-luciferase reporter, LRH-1 transfected, 24 h | inhibition, % at 3.6 µM;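 active = inhibition above the mean inhibition of all tested compounds plus 3 SD, cut at about 73% in these data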;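 also: 0% = DMSO wells and 100% = reporter-only cells lacking LRH-1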
NCOA2 inhibitor: inhibits human steroid receptor coactivator 2 | hit rate 0.17% among 370,000 | Q15596 | AID 651957 | inhibition, % at 9 µM | HEK293 GAL4-SRC2 luciferase reporter, luminescence;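 active = inhibition above the mean inhibition of all tested compounds plus 3 SD, set per campaign, cut at about 52% in these data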;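 also: 0% = DMSO treated cells and 100% = cells given Gossypol at 36 µM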
Target sequence (Q15596 whole entry, looked up, the tested form may be a part): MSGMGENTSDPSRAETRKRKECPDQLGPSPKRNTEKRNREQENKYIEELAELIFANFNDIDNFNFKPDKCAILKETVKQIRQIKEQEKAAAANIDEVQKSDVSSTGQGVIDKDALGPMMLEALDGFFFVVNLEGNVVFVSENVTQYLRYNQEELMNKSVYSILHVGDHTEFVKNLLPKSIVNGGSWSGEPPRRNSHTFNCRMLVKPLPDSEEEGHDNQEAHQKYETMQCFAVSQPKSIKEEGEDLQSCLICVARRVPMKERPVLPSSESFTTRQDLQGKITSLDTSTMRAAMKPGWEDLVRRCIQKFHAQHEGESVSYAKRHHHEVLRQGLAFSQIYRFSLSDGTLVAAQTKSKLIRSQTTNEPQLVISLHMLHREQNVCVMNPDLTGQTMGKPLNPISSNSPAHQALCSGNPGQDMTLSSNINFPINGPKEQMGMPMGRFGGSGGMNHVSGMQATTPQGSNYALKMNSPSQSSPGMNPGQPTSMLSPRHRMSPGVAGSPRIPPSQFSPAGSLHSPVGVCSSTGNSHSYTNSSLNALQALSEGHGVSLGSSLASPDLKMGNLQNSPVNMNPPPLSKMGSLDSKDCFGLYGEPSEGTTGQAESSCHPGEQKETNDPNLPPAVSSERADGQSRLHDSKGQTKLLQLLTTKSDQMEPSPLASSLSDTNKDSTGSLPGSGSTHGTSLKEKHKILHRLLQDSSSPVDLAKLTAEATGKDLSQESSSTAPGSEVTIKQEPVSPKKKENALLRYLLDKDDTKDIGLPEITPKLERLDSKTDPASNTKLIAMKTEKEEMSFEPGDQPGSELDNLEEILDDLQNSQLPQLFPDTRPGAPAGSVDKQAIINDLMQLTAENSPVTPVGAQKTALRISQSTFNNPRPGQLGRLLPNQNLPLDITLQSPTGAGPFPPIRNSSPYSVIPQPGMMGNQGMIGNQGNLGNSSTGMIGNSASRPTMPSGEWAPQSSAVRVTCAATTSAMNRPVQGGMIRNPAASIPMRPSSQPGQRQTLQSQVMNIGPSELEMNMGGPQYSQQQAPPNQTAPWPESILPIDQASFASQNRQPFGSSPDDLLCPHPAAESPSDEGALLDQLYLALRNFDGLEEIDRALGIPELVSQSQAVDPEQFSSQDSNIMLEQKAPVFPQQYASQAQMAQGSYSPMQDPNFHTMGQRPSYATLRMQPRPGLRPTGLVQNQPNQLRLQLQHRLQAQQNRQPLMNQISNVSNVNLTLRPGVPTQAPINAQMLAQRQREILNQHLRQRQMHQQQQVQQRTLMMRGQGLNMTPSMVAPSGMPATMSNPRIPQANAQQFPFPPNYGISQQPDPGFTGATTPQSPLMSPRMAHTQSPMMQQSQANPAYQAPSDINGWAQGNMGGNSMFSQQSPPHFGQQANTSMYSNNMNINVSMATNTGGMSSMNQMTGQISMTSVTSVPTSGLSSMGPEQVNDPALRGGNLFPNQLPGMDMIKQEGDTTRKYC
TRAIL sens C8: caspase-8 TRAIL sensitization. AID 624354. NB7+C8 cells + TRAIL, ATPlite viability luminescence. inhibition (viability loss, TRAIL sensitization), % at 10 µM. hit rate 1% among 360,000;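 active = compounds causing at least 50% loss of cell viability in the single-dose screen, relative to plate controls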
EBV LMP1 NFkB: reduces LMP1-driven NF-kappaB luciferase signal | inhibition, % at 12.5 µM | AID 504558 | LMP1-induced NF-kappaB luciferase reporter cells, luminescence | hit rate 0.69% among 350,000; in the data active = inhibition above about 41%;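 also: 0% = neutral control wells and 100% = reference inhibitor control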
SRC3 inh: inhibitors of human steroid receptor coactivator 3 (SRC3). Q9Y6Q9. HEK293 GAL4-SRC3 luciferase reporter, luminescence. inhibition, % at 3.6 µM. hit rate 0.17% among 360,000. AID 588352;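 active = inhibition above a per-campaign cutoff, the mean of all compounds plus 3 SD, cut at about 60% in these data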;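 also: 0% = DMSO-treated cells and 100% = gossypol-treated cells at 36 µM; higher means less SRC3-driven luciferase light from the GAL4 reporter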
TWEAK Fn14 block: blocks TWEAK-Fn14 interaction in a reporter cell assay; hit rate 2% among 360,000; inhibition, % at 10 µM; AID 1159606; TWEAK-stimulated Fn14 reporter cells, luciferase luminescence, 8 h; in the data active = inhibition above about 50%
Active calls of the source: *; . = no result given. An excerpt (hit frequency here may not be typical).

SMILES	TLR9-MyD88 block	NOD2-RIPK2 inh	SRC1 inh	TROY signal inh	NR2F2 inh	NR5A2 inv ag	NCOA2 inhibitor	TRAIL sens C8	EBV LMP1 NFkB	SRC3 inh	TWEAK Fn14 block
Cc1ccc(OCC(=O)Nc2ccc(C)c(S(=O)(=O)N3CCCCCC3)c2)c([N+](=O)[O-])n1	-2	-3	14	-9	13	-1	-1	-6	17	2	3
CN(C(=O)c1cccc(NC(=O)Cc2ccc(NC(=O)C3CCN(C(=O)C4CCCCC4)CC3)cc2)c1)C1CCCC1	-2	7	5	1	11	-10	4	-3	-2	-12	-31
Cc1noc(C)c1Cc1ccc(O)cc1	6	-7	-3	2	-28	-9	5	-14	-4	0	-1
Cc1cccc(Nc2nc(N3CCCCC3)nc(N3CCCCC3)n2)c1	3	-3	-7	-27	-4	26	-13	18	-3	20	-26
COc1cc(CNc2ccc(N3CCN(C(C)=O)CC3)cc2)ccc1OCc1ccc(F)cc1	3	-4	-36	-39	-35	-21	-15	43	6	-11	-12
COc1ccc(NC(=O)c2ccc(Cc3ccc(C)cc3)o2)cc1	-7	-3	-6	-3	-1	-4	1	4	-7	-53	4
COc1ccc(Cl)cc1C(=O)NNC(=O)CCNC(=O)c1ccccc1	-6	5	-3	11	-7	6	-17	-20	-2	-24	-3
COc1ccc(CCN(C)Cc2nc(Cc3ccc(OC)c(OC)c3)no2)cc1OC	-7	-5	13	3	-6	16	3	1	-2	11	-12
O=C(c1ccc(F)cc1)c1cnc(Nc2ccccc2)s1	-3	-8	-53	-60	-28	-89	-69	61*	1	-77	-23
Cc1nnc(SCC(=O)NCCOc2ccc(Cl)cc2)n1-c1ccccc1	0	-13	1	1	4	9	-5	-12	4	1	-11
Nc1c(C(=O)NC2CCCCC2)nsc1C(=O)OCC(=O)NC1CCCCC1	-13	-2	10	17	-6	11	4	28	-15	11	2
CCC(=O)N1c2ccc(S(=O)(=O)N3CCN(c4ccccc4Cl)CC3)cc2CC1C (stereo not drawn)	4	-11	2	16	-5	-9	6	3	1	1	-6
Cc1nnc(NC(=O)c2ccccc2NC(=O)c2ccccc2)s1	-18	5	4	-8	-1	17	-16	8	12	12	7
CCCC(=O)N1CCCC1(C)C(=O)Nc1cc(C)ccc1C (stereo not drawn)	.	3	12	5	-7	13	-19	-20	.	4	10
COc1ccccc1CNC(=O)CN1C(=O)c2cccc(N)c2C1=O	36*	31*	-45	-38	-22	-38	-70	10	-16	-32	-2
CC(=O)C1=C(C)NC(SCC(N)=O)=C(C#N)C1c1ccco1 (stereo not drawn)	3	-9	-2	-14	3	2	1	-5	-6	12	-4
COCCCNC(=O)CS(=O)(=O)Cc1nc(-c2ccccc2C)oc1C	7	-4	-1	3	-34	7	13	-9	6	0	4
COC(=O)CSc1nnc(-c2ccc(S(=O)(=O)NCc3cccs3)cc2)o1	1	-6	-11	-3	-13	-8	15	-4	-16	9	-5
CCC(C)NS(=O)(=O)c1ccc(S(=O)(=O)Nc2cc3c(cc2C(C)=O)OCO3)cc1 (stereo not drawn)	-1	-8	-1	-10	7	13	11	2	-6	19	-15
NS(=O)(=O)c1cccc(NC(=O)COC(=O)CCN2C(=O)c3ccccc3C2=O)c1	-7	4	-10	-23	9	1	-14	12	-9	-12	0

2 of the compounds above, with each value named.
structure: CCC(C)NS(=O)(=O)c1ccc(S(=O)(=O)Nc2cc3c(cc2C(C)=O)OCO3)cc1 (stereo not drawn)
  TLR9-MyD88 block = -1
  NOD2-RIPK2 inh = -8
  SRC1 inh = -1
  TROY signal inh = -10
  NR2F2 inh = 7
  NR5A2 inv ag = 13
  NCOA2 inhibitor = 11
  TRAIL sens C8 = 2
  EBV LMP1 NFkB = -6
  SRC3 inh = 19
  TWEAK Fn14 block = -15
structure: COC(=O)CSc1nnc(-c2ccc(S(=O)(=O)NCc3cccs3)cc2)o1
  TLR9-MyD88 block = 1
  NOD2-RIPK2 inh = -6
  SRC1 inh = -11
  TROY signal inh = -3
  NR2F2 inh = -13
  NR5A2 inv ag = -8
  NCOA2 inhibitor = 15
  TRAIL sens C8 = -4
  EBV LMP1 NFkB = -16
  SRC3 inh = 9
  TWEAK Fn14 block = -5

The list goes on.
SMILES	TLR9-MyD88 block	NOD2-RIPK2 inh	SRC1 inh	TROY signal inh	NR2F2 inh	NR5A2 inv ag	NCOA2 inhibitor	TRAIL sens C8	EBV LMP1 NFkB	SRC3 inh	TWEAK Fn14 block
COc1ccc(Cn2nnnc2C(c2ccccc2)N2CCN(C3CCCC3)CC2)cc1 (stereo not drawn)	-2	-8	-1	-2	7	17	-19	-1	0	16	-9
Cc1cccn2c(=O)c3cc(C(=O)NC(C)c4ccccc4)c(=N)n(CCCn4ccnc4)c3nc12 (stereo not drawn)	6	-16	-24	1	-16	0	-31	0	-15	3	-13
O=C(Nc1ccc(S(=O)(=O)N2CCOCC2)cc1)c1ccc2ncsc2c1	4	8	-35	-31	20	-53	-27	20	-2	-43	-5
COc1ccc(C(C)=O)cc1COC(=O)c1ccc2c(c1)OCCO2	-6	5	-6	15	-13	7	8	0	-4	-4	5
C=CCN1C(=O)C(CC(=O)NCC)SC1=Nc1ccccc1CC (stereo not drawn)	-4	-10	-2	-7	17	-4	0	-1	1	-3	10
Cc1c(O)ccc2c(CN3CCN(C/C=C/c4ccccc4)CC3)cc(=O)oc12	11	10	4	25	16	16	8	14	33	12	6
CC(C)(C)C(=O)NC1(C(F)(F)F)NC(=O)N(c2ccc(F)cc2)C1=O (stereo not drawn)	2	1	13	-6	-14	-11	16	-4	-4	12	14
COC1=C(Br)C(=O)c2nc(C)ccc2C1=O	-8	-8	-10	-11	-6	-1	19	0	-7	-5	18
Cc1cc(C)cc(NC(=O)Cn2nnc(C(=O)NCc3cccs3)c2N)c1	-3	2	-2	-9	4	-17	1	7	1	-1	9
CC(=O)N1CCN(c2ccc(S(=O)(=O)N3CCCCC3)cn2)CC1	0	3	9	-13	-6	20	-33	-5	2	18	-1
O=C(/C=C/c1ccc(S(=O)(=O)N2CCOCC2)cc1)NC(CO)C(O)c1ccc([N+](=O)[O-])cc1 (stereo not drawn)	4	12	-2	0	8	8	9	-5	0	-8	14
Cc1ccc(C(=O)N/C(=C/c2cn(-c3ccccc3)nc2-c2ccccc2)C(=O)O)cc1	-3	-16	1	14	-7	-7	16	11	-7	8	-4
CN1CCN(CCCNC(=O)Cn2nc(-c3ccccc3)ccc2=O)CC1	-5	7	6	3	9	0	11	1	1	-4	4
Cc1cc(=O)oc2cc(OC(=O)CCCCCN3C(=O)c4ccccc4C3=O)ccc12	-4	-13	-35	6	-1	-16	10	-12	-2	18	-14
O=C(NNC(=O)c1ccccc1O)c1ccc(NS(=O)(=O)c2ccc(F)cc2)cc1	10	-7	-18	-2	16	-5	-39	5	-1	-17	-1
O=C(CCN1C(=O)c2ccccc2C1=O)N1CCN(Cc2ccccc2)CC1	4	-13	8	-22	-5	2	-3	16	2	0	-7
O=c1[nH]c2ccc(S(=O)(=O)Nc3ccc(Cl)cc3)cc2[nH]1	-1	2	0	2	7	16	-5	0	0	10	-3
Cc1cccc(S(=O)(=O)N(C)C[C@@H]2OCc3cnnn3CCCC(=O)N([C@@H](C)CO)C[C@@H]2C)c1	4	-2	0	-15	3	8	1	-13	-2	-3	7
Cc1onc(-c2c(F)cccc2Cl)c1C(=O)Nc1nnc(C2CC2)s1	-6	2	3	32	-7	1	8	10	4	8	12
COc1ccc(-c2ccc(CCC(=O)O)n2-c2cc(OC)ccc2OC)cc1	-1	1	-2	-16	20	-1	-5	-5	14	-10	19
O=C(COC(=O)c1ccc2ccccc2n1)Nc1ccccc1Br	-10	-2	13	-10	15	18	-26	-7	5	0	-24
CCNC(=S)Nc1ccc2c(c1)c(=O)n(C)n2-c1ccc(C(C)(C)C)cc1	.	6	-5	9	12	-4	17	29	.	1	-21
O=C(CSC1=N/C(=C/c2ccco2)C(=O)N1c1ccc(OC(F)F)cc1)NC1CCS(=O)(=O)C1 (stereo not drawn)	6	6	1	-15	-8	9	11	-5	-1	13	-9
CCOc1ccc(S(=O)(=O)N2CCN(C(=O)c3cc4c(s3)CCCC4)CC2)cc1	-13	-2	2	-9	1	-1	-13	5	-24	18	5
O=C(O)CC1c2ccccc2CCN1S(=O)(=O)c1ccccc1 (stereo not drawn)	.	-9	-1	8	-15	-8	1	1	.	2	14
CCC(Oc1ccccc1OC)C(=O)Nc1ccc2c(c1)n(C)c(=O)n2C (stereo not drawn)	-1	-2	-9	-8	-15	-8	3	-9	-12	-16	19
CCCCN(C1CCS(=O)(=O)C1)S(=O)(=O)c1ccc(C(C)C)cc1 (stereo not drawn)	-9	6	10	-25	2	-37	-7	-14	-3	-27	4
COc1ccc(C2(C(=O)Nc3ccc(C(=O)N4CCOCC4)cc3)CCOCC2)cc1	2	4	-10	5	7	-5	-12	4	1	-12	9
Cc1ccccc1-c1nc(S(=O)(=O)c2ccccc2)c(NCCN2CCOCC2)o1	-20	-1	-3	-16	9	11	-23	0	-28	2	0
c1ccc(-c2csc(NC3=NCCCCC3)n2)cc1	-2	0	0	2	-17	13	-1	4	-5	10	-1
CS(=O)(=O)N(Cc1ccccc1Cl)c1ccc(C(=O)NCc2ccccn2)cc1	-6	4	4	6	-7	-7	6	-35	0	1	-1
NC(=O)CSc1nnc(NC(=O)c2cccc(S(=O)(=O)N3CCCCC3)c2)s1	2	6	9	6	0	4	-3	-8	-12	6	12
Cc1cccc(OC(=O)c2sc3ncn(C)c(=O)c3c2C)c1	-5	8	-18	-27	-41	-25	-8	-3	-28	-50	-19

In a second layout: three of the compounds above.
Compound | TLR9-MyD88 block | NOD2-RIPK2 inh | SRC1 inh | TROY signal inh | NR2F2 inh | NR5A2 inv ag | NCOA2 inhibitor | TRAIL sens C8 | EBV LMP1 NFkB | SRC3 inh | TWEAK Fn14 block
CS(=O)(=O)N(Cc1ccccc1Cl)c1ccc(C(=O)NCc2ccccn2)cc1 | -6 | 4 | 4 | 6 | -7 | -7 | 6 | -35 | 0 | 1 | -1
NC(=O)CSc1nnc(NC(=O)c2cccc(S(=O)(=O)N3CCCCC3)c2)s1 | 2 | 6 | 9 | 6 | 0 | 4 | -3 | -8 | -12 | 6 | 12
Cc1cccc(OC(=O)c2sc3ncn(C)c(=O)c3c2C)c1 | -5 | 8 | -18 | -27 | -41 | -25 | -8 | -3 | -28 | -50 | -19
